High-throughput results deposited in PubChem by Sanford-Burnham Center for Chemical Genomics.
hIAP act – human IAP activation; P09923; purified human IAP, CDP-Star luminescence, 30 min; stronger effect = higher value; 1 = vehicle-only enzyme, 0 = enzyme-free background; activation factor at 10 µM; 330,000 compounds, 0.16% hits; AID 2524;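 active = activation factor of the enzyme at least 2-fold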; also: the source names both 10 and 20 µM as test concentration; values of inactives mirror those of a sister screen read the other way
MPTP inh – inhibitors of mitochondrial permeability transition pore; isolated mouse mitochondria, Ca2+ swelling absorbance, 30 min; inhibition, % at 10 µM; 360,000 compounds, 1.4% hits; AID 602449;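 active = inhibition of 50% or more, scaled per plate between neutral and stimulator controls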;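 also: 0% = DMSO wells given calcium and 100% = 1 mM EGTA wells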
SENP1 inh – inhibitors of human SENP1 SUMO protease catalytic domain | inhibition, % at 10 µM | Q9P0U3 | AID 624204 | recombinant SENP1 catalytic domain, CyPet-SUMO1-YPet FRET cleavage | 360,000 compounds, 0.21% hits;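 active = inhibition at least 30% at 10 µM, raw YFP signal under a set limit, fluorescence ratio 0.5 to 1.5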;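 also: 0% = enzyme with DMSO and 100% = no enzyme wells; some results filed as inactive read as strong as hits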
Target sequence (Q9P0U3 419-644 limits assumed): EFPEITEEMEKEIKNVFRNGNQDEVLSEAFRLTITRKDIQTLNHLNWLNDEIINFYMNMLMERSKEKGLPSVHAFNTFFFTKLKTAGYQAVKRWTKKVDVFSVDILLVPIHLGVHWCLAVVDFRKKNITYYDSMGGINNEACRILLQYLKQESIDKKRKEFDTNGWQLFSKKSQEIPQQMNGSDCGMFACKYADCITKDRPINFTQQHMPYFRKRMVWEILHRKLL
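Material: hSENP1 catalytic domain, recombinant; medium: Tris pH 8 with BME, BSA, NP40 and catalase; compound: single concentration of 10 µM compound, 0.5% DMSO final; technique: FRET read of cyan and yellow fluorescence; timing: 50 min enzyme reaction, room temperature, light-protected; reagent: SFCypet-SUMO1-SFYpet substrate at 25 nM; control set: no-enzyme low, enzyme-DMSO high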
SENP8 inh – blocks human SENP8 cleavage of Nedd8 substrate. Q96LD8. inhibition, % at 20 µM. recombinant SENP8, Nedd8 substrate fluorescence. 360,000 compounds, 0.64% hits. AID 602440; in the data active = inhibition mostly above about 40%, no sharp cut-off; inactive = mostly below about 27%
Target sequence (Q96LD8 whole entry, looked up): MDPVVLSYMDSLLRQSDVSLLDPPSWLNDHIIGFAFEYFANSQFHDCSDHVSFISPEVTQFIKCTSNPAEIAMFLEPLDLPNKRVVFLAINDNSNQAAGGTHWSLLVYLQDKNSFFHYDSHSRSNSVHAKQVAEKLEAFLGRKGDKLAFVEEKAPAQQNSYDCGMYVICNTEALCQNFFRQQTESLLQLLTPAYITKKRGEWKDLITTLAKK
NR3A LBD binder – modulates the human NR3A ligand-binding domain; NR3A LBD differential scanning fluorimetry, Tm shift; 0% = protein alone, 100% = glycine-bound protein; Tm shift relative to glycine control, % at 25 µM; 340,000 compounds, 2.5% hits; AID 1259313;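 active = melting temperature shift of at least 10% of the positive control shift, at one fixed dose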
ATG4B inhibitor – blocks human ATG4B protease cleavage of LC3 substrate; Q9Y4P1; inhibition, % at 8.33 µM; 340,000 compounds, 0.51% hits; AID 504462; ATG4B cleavage of LC3-PLA2, NBD-HPC fluorescence, 1 h; in the data active = inhibition above about 40%
Target sequence (Q9Y4P1 whole entry, looked up): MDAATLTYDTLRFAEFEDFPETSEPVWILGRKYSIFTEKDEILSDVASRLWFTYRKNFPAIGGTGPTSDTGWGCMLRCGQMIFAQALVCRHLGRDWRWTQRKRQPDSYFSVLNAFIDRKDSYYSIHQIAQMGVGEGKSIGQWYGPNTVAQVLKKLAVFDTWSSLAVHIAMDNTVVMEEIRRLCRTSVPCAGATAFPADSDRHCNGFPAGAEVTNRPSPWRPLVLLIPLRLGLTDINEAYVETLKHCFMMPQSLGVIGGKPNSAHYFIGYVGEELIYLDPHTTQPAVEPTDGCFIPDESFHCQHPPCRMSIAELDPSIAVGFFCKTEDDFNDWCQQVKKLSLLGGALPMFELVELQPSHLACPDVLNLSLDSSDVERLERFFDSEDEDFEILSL
SENP6 block – inhibitors of human SENP6 protease. Recombinant SENP6 catalytic domain, aminoluciferin luminescence. inhibition, % at 10 µM. 330,000 compounds, 1.8% hits;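 active = inhibition above about 50% at the single tested dose, limit read from the data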;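 also: plate controls were DMSO wells with enzyme for no effect and DMSO wells lacking enzyme for full effect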
PfGluPho inh – PfG6PD (Plasmodium falciparum) enzyme inhibition; PfGluPho enzyme, NADPH resazurin-diaphorase fluorescence; inhibition, % at 20 µM; 350,000 compounds, 0.78% hits;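 active = inhibition reaching at least a set limit at 20 µM in the primary screen, cut at about 59% in these data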;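 also: 0% = DMSO wells with substrate and 100% = DMSO wells lacking glucose-6-phosphate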
Numbers without * were called inactive; . = no result given.

SMILES | hIAP act | MPTP inh | SENP1 inh | SENP8 inh | NR3A LBD binder | ATG4B inhibitor | SENP6 block | PfGluPho inh
Cc1ccc(CS(=O)(=O)c2ncn[nH]2)cc1 | 1.1 | -1.9 | 0 | 6 | -1 | -3 | -13 | 7
O=C(Nc1cccc(F)c1)N1CCC(c2ccccc2)CC1 | 1 | 0.9 | 2 | 26 | -3 | -6 | 7 | -1
COc1ccc(C(=O)NCCNc2nc3ccc(C)cc3cc2C#N)cc1 | 1.4 | -0.1 | -25 | -296 | 2 | -1 | 2 | 12
COc1ccc(N2CCN(c3nc(NC(C)(C)C)nc(N4CCCCC4)n3)CC2)cc1 | 1.1 | 2.2 | 2 | 14 | -1 | -6 | -10 | 24
Cc1cccc(-n2ncc3c(NC4CCCCC4)ncnc32)c1 | 0.96 | -0.1 | -26 | -9 | 3 | -8 | 16 | 66*
COc1cccc(-c2nc(NCC3CCCO3)c3ccccc3n2)c1O (stereo not drawn) | 1.2 | 1.1 | 3 | 31 | -12 | -15 | -19 | 43
CC(C)C(=O)N1CCN(c2ccc([N+](=O)[O-])cc2Cl)CC1 | 1 | 0.3 | -1 | 13 | -1 | -3 | -26 | 33
Cc1cc(C)cc(OCc2ccc(C(=O)NN)o2)c1 | 1.3 | 0.6 | 0 | 7 | -1 | -12 | -7 | 9
Cc1ccccc1S(=O)(=O)Cc1ccc(C(=O)NCCN2CCN(Cc3ccccc3)CC2)o1 | 1 | 0.5 | 0 | 6 | 0 | -4 | -6 | -8
CC(C)[C@H](NC(=O)OCc1ccccc1)C(=O)OCC(=O)Nc1c(F)cccc1F | 1 | 0.9 | 2 | 20 | -3 | -7 | -10 | 4
CC(=O)NC(Nc1nc2c(s1)CCCC2)(C(F)(F)F)C(F)(F)F | 1 | 0.9 | 3 | 22 | 0 | -1 | -10 | 13
CCCc1cc(=O)[nH]c(SCC(=O)NC2(C#N)CCCCC2)n1 | 1.1 | -0.5 | 4 | 7 | -5 | -5 | -10 | -5
O=S(=O)(c1ccc(Br)cc1)c1nc(-c2ccco2)oc1NCC1CCCO1 (stereo not drawn) | 0.92 | -1.6 | -2 | 21 | 1 | -6 | -2 | -2
CC(Oc1ccccc1)C(=O)Nc1ccccc1O (stereo not drawn) | 0.96 | 2.0 | 0 | 30 | 0 | -5 | -2 | -12
CSc1ccccc1OCc1cc(C(=O)N2CCc3sccc3C2)no1 | 0.87 | -1.1 | 2 | 8 | -4 | 72* | 9 | 11
COc1ccc(C(=O)Nn2c(SCC(=O)NCc3ccccc3)nc3ccccc3c2=O)cc1 | 1.3 | 6.5 | 3 | 22 | -2 | -5 | 0 | -26
O=S(=O)(NC(=S)Nc1ccccc1)c1ccc(F)cc1 | 1.1 | -0.7 | 0 | 17 | 1 | 0 | -4 | 55
COc1cccc(C(C(=O)NC2CCCCC2)N(C(=O)c2ccco2)c2ccc(-n3cnnn3)c(C)c2)c1 (stereo not drawn) | 1.1 | 0.4 | 2 | 18 | -3 | 1 | -14 | -1
CC(C)OC(=O)c1cc(C(=O)c2cc(Cl)ccc2O)coc1=N | 1 | -0.6 | -44 | -127 | -4 | 5 | -2 | -10
O=c1[nH]c(=O)n(CCc2ccc(F)cc2)c(O)c1C=NCc1ccc2c(c1)OCO2 | 0.92 | 0.2 | -14 | 24 | -2 | -5 | -5 | -13
COc1ccccc1-c1cc(C(=O)NN)[nH]n1 | 1 | 2.4 | 2 | 4 | -1 | -3 | -3 | 1
COC(=O)[C@H]1C[C@@H]1[C@H](NC(=O)c1cc(C)on1)c1ccccc1 | 1.1 | 0.3 | 0 | 8 | 1 | -5 | -10 | 0
CC1(c2nnc(-c3ccncc3)o2)CC(c2ccc([N+](=O)[O-])cc2)=NO1 (stereo not drawn) | 1 | 0.2 | 1 | 9 | 2 | 2 | -16 | -5
Cc1ccc2c(c1)[C@H]1[C@H](CO2)[C@H](c2ccccc2)[C@]2(C)C(=O)N(CC3CCCO3)CC(=O)N12 (stereo partly drawn) | 0.83 | -0.6 | 0 | 12 | 0 | -5 | -11 | 2
CCOCCOc1nc2c(c(=O)n(C)c(=O)n2C)n1Cc1ccc(C)cc1 | 0.98 | 0.7 | 2 | 8 | 0 | -5 | -13 | -2
COc1ccc(Cn2c(=N)c(C(=O)NC3CCCCC3)cc3c(=O)n4ccccc4nc32)cc1 | 1.1 | -1.4 | -23 | -310 | 1 | -1 | -18 | 32
O=C(N/N=C1\CC2CC=CC12)c1ccc(O)cc1 (stereo not drawn) | 1 | -0.8 | 0 | 10 | -1 | 0 | 1 | -8
CC(C)c1ccc(N(CC(=O)NCCCN2CCOCC2)S(=O)(=O)c2ccccc2)cc1 | 0.97 | -0.3 | 1 | 5 | 1 | 3 | -6 | -10
Cc1cccc(C)c1-n1c(C)nn(CCOc2ccccc2)c1=O | 0.89 | -0.9 | 1 | 20 | 1 | -3 | 16 | -14
Cc1ccc(CN2[C@@H](CC(C)C)COCCS2(=O)=O)cc1 | 0.95 | 1.4 | -1 | 10 | -2 | -4 | 15 | 7
O=C(OCc1nc2ccccc2s1)c1cccs1 | 1.2 | 1.1 | 1 | -10 | 1 | -4 | 74* | 2
CN1CCN(c2nc(-c3ccc(C(C)(C)C)cc3)nc3ccccc23)CC1 | 1 | -0.2 | 0 | 32 | 2 | -3 | 54* | 36
Cc1ccc(-c2nnn(CC(=O)Nc3ccccc3N3CCOCC3)n2)cc1 | 0.95 | 3.0 | 2 | 14 | 1 | 0 | -22 | -32
Cc1ccc(CNC(=O)c2nnc(Cc3ccc(Cl)cc3)o2)cc1 | 0.87 | 2.4 | 2 | 26 | -1 | -3 | -10 | 0
O=C(Nc1nc2ccc(S(=O)(=O)N3CCCCC3)cc2s1)C1CCCO1 (stereo not drawn) | 0.93 | -0.8 | 0 | -4 | 2 | -5 | 8 | -13
COc1ccc(CCNC(=O)Cc2ccc(C)cc2)cc1OC | 0.98 | -0.1 | 0 | 8 | -4 | -4 | -8 | -2
O=c1[nH][nH]c(-c2ccccc2O)c1C(C[N+](=O)[O-])c1ccc(Cl)cc1Cl (stereo not drawn) | 1.1 | 2.4 | 0 | 12 | -6 | 0 | 4 | -19
COCCNC(=O)C[C@@H]1C[C@H]2c3cc(NC(=O)Nc4ccc(F)cc4)ccc3O[C@H]2[C@H](CO)O1 | . | -0.7 | 1 | 5 | . | . | . | -10
COc1ccc(CCNS(=O)(=O)c2cccc(C(=O)O)c2)cc1OC | 1 | -2.0 | 0 | 26 | 1 | -4 | -10 | 13
Cc1cc(C)c(NC(=O)CSc2nc3ccccc3c(=O)n2CCCN2CCOCC2)c(C)c1 | 0.94 | -0.2 | -1 | 4 | 0 | 3 | -1 | 2

Entries shown so far that contain an aryl thioether with sulfur outside any ring (4):
SMILES | hIAP act | MPTP inh | SENP1 inh | SENP8 inh | NR3A LBD binder | ATG4B inhibitor | SENP6 block | PfGluPho inh
CCCc1cc(=O)[nH]c(SCC(=O)NC2(C#N)CCCCC2)n1 | 1.1 | -0.5 | 4 | 7 | -5 | -5 | -10 | -5
CSc1ccccc1OCc1cc(C(=O)N2CCc3sccc3C2)no1 | 0.87 | -1.1 | 2 | 8 | -4 | 72* | 9 | 11
COc1ccc(C(=O)Nn2c(SCC(=O)NCc3ccccc3)nc3ccccc3c2=O)cc1 | 1.3 | 6.5 | 3 | 22 | -2 | -5 | 0 | -26
Cc1cc(C)c(NC(=O)CSc2nc3ccccc3c(=O)n2CCCN2CCOCC2)c(C)c1 | 0.94 | -0.2 | -1 | 4 | 0 | 3 | -1 | 2

Later entries.
SMILES | hIAP act | MPTP inh | SENP1 inh | SENP8 inh | NR3A LBD binder | ATG4B inhibitor | SENP6 block | PfGluPho inh
CCNC(=S)NNc1nc(N2CCOCC2)nc(N2CCOCC2)n1 | 1 | 0.2 | 1 | 10 | 0 | -6 | -2 | 3
CCCc1ccc(C(=O)/C=C/N(C)C)cc1 | 0.94 | -5.3 | -59 | 12 | 2 | -14 | -2 | -14
CC1CCCN(C2=C(Cl)C(=O)N(c3cccc(Cl)c3)C2=O)C1 (stereo not drawn) | 0.91 | 0.4 | -36 | 18 | 4 | -1 | 12 | -10
COc1ccc(CNc2ncnc3c2[nH]c2cc(OC)c(OC)cc23)cc1 | 1.1 | 14 | -19 | -450 | -5 | -7 | -1 | 30
CSCC[C@H](NC(=O)Cc1c(C)c2c(cc(C)c3c(C)c(C)oc32)oc1=O)C(=O)O | 0.83 | -0.1 | -3 | -272 | 2 | 13 | 17 | -12
CCc1ccccc1NC(=O)c1ccoc1C | 0.99 | -1.7 | 1 | 7 | 1 | -13 | -4 | 3
O=C(Oc1cccc(-n2cnnn2)c1)C1CCCCC1 | 0.88 | 2.2 | 4 | 13 | 3 | -8 | 3 | 0
COCCCNC(=O)CNC(=S)N(Cc1cc(OC)c(OC)c(OC)c1)C1CCCC1 | 0.92 | 0.3 | 0 | 5 | 3 | -2 | 7 | -18
Cc1ccc(S(=O)(=O)Nc2ccc3c(c2)nc2n3CCN(Cc3ccccc3)C2)cc1 | 1.1 | -0.8 | -14 | -150 | -1 | -3 | 3 | 12
CC1(C)C2CCC1(CS(=O)(=O)NCc1ccc(C(=O)O)cc1)C(=O)C2 (stereo not drawn) | 0.99 | 2.2 | 1 | 18 | 1 | -8 | 16 | 14
O=C(Cc1ccc(Cl)cc1)Nc1cc(S(=O)(=O)N2CCOCC2)ccc1N1CCCC1 | 1 | 0.6 | -19 | -3 | -2 | -16 | -4 | 19
CCN(CC)CC(=O)Nc1ccc(-c2nc3cc(NC(=O)CN(CC)CC)ccc3o2)cc1 | 0.98 | -1.4 | 2 | -482 | 0 | -5 | -10 | 0
Nc1[nH][nH]c(=O)c1N=Nc1cccc(Cl)c1 | 0.96 | 2.1 | -2 | 18 | -1 | 1 | -29 | -12
O=C(CCN1CCN(c2ccccc2)CC1)c1ccc(Br)cc1 | 0.91 | 1.4 | 1 | 8 | 3 | 0 | -16 | 8
CCn1c(=O)c(CCC(=O)NCC2CCCO2)c(C)c2c(C)nn(-c3ccccc3)c21 (stereo not drawn) | 1.1 | -0.8 | 0 | -10 | -3 | -5 | 1 | -12
CC(C)(Oc1ccc(Cl)cc1)C(=O)Nc1cccnc1 | 0.92 | -4.1 | -13 | -8 | 0 | -4 | 3 | 0
O=C(CSc1ccccc1)Nc1nnc(COc2ccc(Cl)cc2)s1 | 0.97 | -16 | 3 | 11 | 14* | -21 | 7 | 78*
O=C(Nc1ccccc1)c1ccc(S(=O)(=O)Nc2cccc(O)c2)cc1 | 0.6 | -1.6 | 0 | 6 | 3 | -8 | -5 | 3
CCCC(CCC)C(=O)Nc1c[nH]c(=O)[nH]c1=O | 0.94 | -2.5 | -3 | 3 | 3 | -1 | -2 | -12
O=C(c1ccc(F)cc1)N1CCC(N2CCCCCC2)CC1 | 0.95 | -1.5 | -1 | 11 | -4 | 3 | -9 | -18
COc1ccc(C)cc1S(=O)(=O)NC(C)C(=O)Nc1ccc2c(c1)OCO2 (stereo not drawn) | 1 | 0.5 | -2 | 9 | 0 | 4 | -6 | 6
O=S(=O)(NCCC1=CCCCC1)c1ccc(Br)cc1 | 1 | -1.3 | -2 | 17 | -19 | 7 | -9 | 24
Cc1ccc(-c2ccc(=O)n(CC(=O)NCCCN3CCCCC3)n2)cc1 | 1.4 | -0.9 | -2 | -29 | 2 | -4 | -7 | 1
CC(C)(C)NC(=O)COC(=O)CNC(=O)c1cc(Cl)cc([N+](=O)[O-])c1 | 1 | 1.5 | -1 | 15 | 5 | -14 | 11 | 1
Cc1ccc(C)c(CN2CCC(CNC(=O)Nc3ccc(C)c(C)c3)CC2)c1 | 1.3 | 1.0 | 0 | 29 | 5 | -3 | 2 | 11
